# NFkB transloc inh: inhibitors of IL-1B driven NFkB p65 nuclear import, primary screen, imaging, HUVEC, IL-1B stimulus, high-content imaging. HUVEC IL-1B NFkB p65 nuclear translocation imaging. inhibition, % at 2 µM. AID 796, 2007. 94,000 compounds, 0.43% hits;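 active means inhibition above about 30% together with a positive call from visual inspection of the well image, limit read from the data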;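 further: nuclear over cytoplasmic p65 intensity ratio measured by imaging; 0% = IL-1B stimulated DMSO wells and 100% = unstimulated DMSO wells; values of inactives mirror those of a sister screen read the other way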
# MRP resist rev: reversal of MRP1-mediated doxorubicin resistance, primary screen, H69AR cells, doxorubicin co-treatment; H69AR cells + 2 uM doxorubicin, CellTiter-Glo, 72 h; differential viability (reversal), % at 10 µM; 85,000 compounds, 0.04% hits;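 active means viability drop by adding the cancer drug above about 55%, with treated viability meeting a 40% cutoff, limit read from the data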;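 further: viability without doxorubicin minus viability with 2 µM doxorubicin for each compound; larger differential means the compound sensitizes cells more to doxorubicin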
# NFkB transloc pot: enhancers of NFkB p65 translocation in HUVEC – imaging, IL-1B stimulus, high-content imaging, primary screen. 94,000 compounds, 0.3% hits. activation, % at 2 µM. HUVEC IL-1B NFkB p65 nuclear translocation imaging;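 active means activation above 40%, about the mean plus 3 SD, also judged a hit on visual image review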;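 further: percent activation is computed from the nuclear over cytoplasmic p65 intensity ratio; values of inactives mirror those of a sister screen read the other way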
# Bcl-B TR3 displacers: displacers of TR3 peptide from Bcl-B, primary screen, selectivity assay for Bfl-1 inhibitor project, biochemical, fluorescence polarization; FP displacement of FITC-TR3 peptide from Bcl-B; higher % means a stronger effect; displacement, % at 20 µM, or IC50 in µM where a hit was titrated; 96,000 compounds, 0.11% hits; AID 748, 2007;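 active means displacement above 50% at 20 µM plus a fluorescence interference ratio under 1.5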;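 further: plate controls were wells without compound for no effect and wells lacking Bcl-B protein for full effect; a part of the inactive calls stands beside numbers as strong as those of hits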
# PLAP inhibitors HTS: PLAP enzyme inhibitors, biochemical, luminescence, HTS (AID 690) | Alkaline phosphatase, placental type (Homo sapiens) | purified PLAP, luminescent substrate; higher % means a stronger effect | inhibition, % at 20 µM; hits with a dose series show IC50 in µM | 96,000 compounds, 0.08% hits; in the data active means a potency from the dose series; inactive means the rest, 99 in 100 with inhibition below about 30%; further: strong numbers were not always called active
# MRP resist rev cytotoxicity: further read-out of MRP resist rev, marked with its call; viability, %; H69AR cells, CellTiter-Glo, 72 h; measured here: cytotoxicity without doxorubicin
# MRP resist rev with doxorubicin: second read-out of MRP resist rev, no call of its own (marks repeat the call); viability, %; measured here: viability with 2 uM doxorubicin; hits give low values
# NFkB transloc inh cell count 2 µM: further read-out of NFkB transloc inh, marked with its call; cell count; measured here: cells passing quality filter;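 raw number of nuclei counted in each imaged well without normalization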
# NFkB transloc pot cell count 2 µM: further read-out of NFkB transloc pot, marked with its call; cell count; measured here: cells passing quality filter
# An asterisk follows results filed as active; / = no result given.
# Sample of the layout:
SMILES,NFkB transloc inh,NFkB transloc inh cell count 2 µM,MRP resist rev,MRP resist rev cytotoxicity,MRP resist rev with doxorubicin,NFkB transloc pot,NFkB transloc pot cell count 2 µM,Bcl-B TR3 displacers,PLAP inhibitors HTS
Cc1cccc(C)c1OCCCCc1c(C)n[nH]c1C,-9,107,11,101,90,9,107,3%,-22%
O=C(COc1ccc(S(=O)(=O)NC2CCCCC2)cc1)NCc1cccnc1,3,188,16,105,89,-3,188,-7%,21%
O=C(CSc1nnc(CNc2ccc(F)cc2)o1)N1CCN(C(=O)c2ccco2)CC1,10,162,15,89,74,-10,162,-13%,-35%
COC(=O)c1sccc1NC(=O)c1ccc(Cl)s1,-5,108,-1,56,57,5,108,-9%,19%
Cc1cccc(C(=O)NNC(=O)C2CCCO2)c1 (configuration not stated),7,161,/,/,/,-7,161,-7%,-73%
Cc1c(C(=O)NC2CCCc3ccccc32)oc2ccc(S(=O)(=O)N3CCCC3)cc12 (configuration not stated),-13,78,1,35,34,13,78,-3%,-3%
Cc1nc2ccc(S(=O)(=O)NC(C(=O)NCc3ccc4c(c3)OCO4)C(C)C)cc2s1 (configuration not stated),13,134,14,99,84,-13,134,0%,9%
CCCC1(C(=O)OC)NC(c2cccc(F)c2)C2C(=O)N(CC)C(=O)C21 (configuration not stated),/,/,-8,85,93,/,/,-12%,-16%
O=c1[nH]c(CN2CCCCC2)nc2c1C1(CCCCC1)Cc1ccccc1-2,-19,113,4,75,72,19,113,3%,11%
COc1ccc(CN2CCN(C(=O)c3ccco3)CC2)cc1OCc1ccccc1,16,130,16,97,82,-16,130,-12%,-34%
CN1CCc2nc(SCC(=O)Nc3cccc(F)c3)c(C#N)c(-c3cccs3)c2C1,-5,95,/,/,/,5,95,15%,1%
O=C1N=C(N2CCCC2)S/C1=C\c1cccc(Br)c1,6,145,-9,37,46,-7,145,-1%,14%
Cc1ccc(-c2nn3nnnc3c3ccccc23)cc1,-1,99,-7,78,85,1,99,5%,6%

# The whole of this part (from the top)
SMILES,NFkB transloc inh,NFkB transloc inh cell count 2 µM,MRP resist rev,MRP resist rev cytotoxicity,MRP resist rev with doxorubicin,NFkB transloc pot,NFkB transloc pot cell count 2 µM,Bcl-B TR3 displacers,PLAP inhibitors HTS
Cc1cccc(C)c1OCCCCc1c(C)n[nH]c1C,-9,107,11,101,90,9,107,3%,-22%
O=C(COc1ccc(S(=O)(=O)NC2CCCCC2)cc1)NCc1cccnc1,3,188,16,105,89,-3,188,-7%,21%
O=C(CSc1nnc(CNc2ccc(F)cc2)o1)N1CCN(C(=O)c2ccco2)CC1,10,162,15,89,74,-10,162,-13%,-35%
COC(=O)c1sccc1NC(=O)c1ccc(Cl)s1,-5,108,-1,56,57,5,108,-9%,19%
Cc1cccc(C(=O)NNC(=O)C2CCCO2)c1 (configuration not stated),7,161,/,/,/,-7,161,-7%,-73%
Cc1c(C(=O)NC2CCCc3ccccc32)oc2ccc(S(=O)(=O)N3CCCC3)cc12 (configuration not stated),-13,78,1,35,34,13,78,-3%,-3%
Cc1nc2ccc(S(=O)(=O)NC(C(=O)NCc3ccc4c(c3)OCO4)C(C)C)cc2s1 (configuration not stated),13,134,14,99,84,-13,134,0%,9%
CCCC1(C(=O)OC)NC(c2cccc(F)c2)C2C(=O)N(CC)C(=O)C21 (configuration not stated),/,/,-8,85,93,/,/,-12%,-16%
O=c1[nH]c(CN2CCCCC2)nc2c1C1(CCCCC1)Cc1ccccc1-2,-19,113,4,75,72,19,113,3%,11%
COc1ccc(CN2CCN(C(=O)c3ccco3)CC2)cc1OCc1ccccc1,16,130,16,97,82,-16,130,-12%,-34%
CN1CCc2nc(SCC(=O)Nc3cccc(F)c3)c(C#N)c(-c3cccs3)c2C1,-5,95,/,/,/,5,95,15%,1%
O=C1N=C(N2CCCC2)S/C1=C\c1cccc(Br)c1,6,145,-9,37,46,-7,145,-1%,14%
Cc1ccc(-c2nn3nnnc3c3ccccc23)cc1,-1,99,-7,78,85,1,99,5%,6%
COc1ccccc1NS(=O)(=O)c1ccc(O)cc1,-16,129,/,/,/,16,129,-6%,18%
CCCCCCSc1nnc(-c2cnn(-c3ccccc3)c2-n2cccc2)n1C,-22,199,-9,73,82,22,199,2%,-52%
CCCn1c(Nc2ccccc2)nc2ccccc21,6,180,11,96,84,-6,180,-3%,3%
Cc1ccc(O/C=C2\OC(=O)c3ccccc32)cc1,-28,163,-12,90,102,28,163,/,/
CCc1ccc(NC(=O)CCS(=O)(=O)c2cccc3nsnc23)cc1,-10,217,-11,65,76,10,217,-4%,7%
COc1ccc(-c2ccc(Nc3ccc(S(=O)(=O)N4CCCC4)cc3)nn2)cc1OC,-6,119,/,/,/,6,119,/,/
CCc1nn(-c2ccccc2)c2c1-c1cc(OC)c(OC)cc1C1(N2)C(=O)Nc2ccccc21 (configuration not stated),-13,157,-24,78,102,13,157,-81%,-51%
COc1ccc(C(CC(=O)O)NC(=O)c2ccccc2)cc1OC (configuration not stated),4,86,9,96,87,-4,86,-5%,22%
CCn1cc(/C=N/N=C2\CCC3C4CCc5cc(O)ccc5C4CC[C@]23C)c(C)n1 (some centres not stated),0,175,/,/,/,1,175,1%,-61%
COCCN1Cc2cccc(C(=O)Nc3ccc(C)c(C)c3)c2C1=O,-2,191,-15,76,91,2,191,6%,16%
CCCn1c(CN2CCCCC2CC)nc2c1c(=O)n(C)c(=O)n2C (configuration not stated),/,/,0,91,91,/,/,-4%,-26%
O=C(CCC(=O)N(c1ccc(F)cc1)C(C(=O)NC1CCCC1)c1ccncc1)Nc1cccnc1 (configuration not stated),-4,136,-24,72,96,4,136,/,/
CCOC(=O)c1sc2nc(CC(=O)OC)nc(N3CCN(c4ccc(OC)cc4)CC3)c2c1C,-36,46,26,89,63,36,46,-32%,-62%
Cc1nn(C(C)C(=O)NCCCc2ccccc2)c(=O)c2cc3occc3n12 (configuration not stated),-16,173,13,95,82,16,173,-3%,-57%
CCN(CC)c1ccc(N2C(=O)/C(=C/c3cccs3)SC2=S)cc1,/,/,-4,98,102,/,/,7%,3%
O=C1c2ccccc2C(Nc2ccc(Cl)cn2)N1c1ccccn1 (configuration not stated),-1,55,/,/,/,1,55,/,/
CCc1ccc(NC(=O)C2CC(=O)N=C(N)S2)cc1 (configuration not stated),3,104,13,97,84,-3,104,-4%,3%

# Some of these compounds in order of molar mass, lowest first:
SMILES,NFkB transloc inh,NFkB transloc inh cell count 2 µM,MRP resist rev,MRP resist rev cytotoxicity,MRP resist rev with doxorubicin,NFkB transloc pot,NFkB transloc pot cell count 2 µM,Bcl-B TR3 displacers,PLAP inhibitors HTS
CCc1ccc(NC(=O)CCS(=O)(=O)c2cccc3nsnc23)cc1,-10,217,-11,65,76,10,217,-4%,7%
CCc1nn(-c2ccccc2)c2c1-c1cc(OC)c(OC)cc1C1(N2)C(=O)Nc2ccccc21 (configuration not stated),-13,157,-24,78,102,13,157,-81%,-51%
Cc1nc2ccc(S(=O)(=O)NC(C(=O)NCc3ccc4c(c3)OCO4)C(C)C)cc2s1 (configuration not stated),13,134,14,99,84,-13,134,0%,9%

# Remaining list, next part.
SMILES,NFkB transloc inh,NFkB transloc inh cell count 2 µM,MRP resist rev,MRP resist rev cytotoxicity,MRP resist rev with doxorubicin,NFkB transloc pot,NFkB transloc pot cell count 2 µM,Bcl-B TR3 displacers,PLAP inhibitors HTS
N#CC1=C(N)C(C#N)(C#N)[C@H](c2ccncc2)[C@H]2CC3(CC=C12)OCCO3,-13,183,/,/,/,13,183,19%,-20%
Cc1cc(C)nc(SCC(=O)Nc2ccc(S(=O)(=O)Nc3onc(C)c3C)cc2)n1,-1,202,-4,103,107,1,202,-4%,0%
Cc1cccn2c(=O)c3cc(C(=O)NCc4cccnc4)c(=N)n(C(C)C)c3nc12,5,110,13,84,70,-5,110,3%,-27%
COC(=O)c1c(NC(=O)CC2SC(N)=NC2=O)sc2c1CCCC2 (configuration not stated),-2,117,/,/,/,2,117,12%,-88%
CC(=O)NC(Cc1ccc(F)cc1)C(=O)O (configuration not stated),-4,76,/,/,/,6,76,-9%,16%
COc1cc(-c2nc3n(n2)C(c2ccc(F)cc2)C2=C(CCCC2=O)N3)cc(OC)c1OC (configuration not stated),-13,89,16,59,43,13,89,6%,-7%
Nc1cc(=O)[nH]c(SCC(=O)Nc2ccc(Br)cc2)n1,-1,139,12,90,78,1,139,2%,20%
CCc1ccc(NC(=O)c2cc(-c3ccc(OC)cc3)on2)cc1,-4,138,-6,93,99,4,138,-4%,50%
Cc1ccc(C)c(N2CCN(Cc3nnnn3C3CCCCC3)CC2)c1,-39,107,9,93,84,39,107,6%,-65%
CCOC(=O)C1C(=O)CC(C)(O)C(C(=O)OCC)C1c1ccc2c(c1)OCO2 (configuration not stated),-10,158,5,75,71,11,158,/,/
O=C(COC(=O)c1n[nH]c2ccccc12)Nc1ccc(S(=O)(=O)N2CCCC2)cc1,-13,210,-10,83,93,13,210,3%,-21%
CC(=O)c1ccc(OCC(C)C)c(CC(C(N)=O)C(N)=O)c1,/,/,-3,79,82,/,/,5%,-10%
COC(=O)c1cc(C(=O)Nc2cc(C)ccn2)cc([N+](=O)[O-])c1,-17,109,/,/,/,17,109,9%,13%
CSc1nsc(SC)c1NC(=O)Nc1ccccn1,4,126,/,/,/,-4,126,2%,-1%
N#CCc1ccc(NS(=O)(=O)c2cccs2)cc1,/,/,2,88,86,/,/,11%,-14%
Cc1cn(C2CC3OCC3O2)c(=O)[nH]c1=O (configuration not stated),-20,117,1,97,96,20,117,-4%,10%
O=C(O)c1cc(-c2ccc(/C=N/Nc3ccc(Cl)cc3)o2)ccc1Cl,-9,112,/,/,/,9,112,-21%,-22%
COCCOc1cnn(-c2cc(Oc3ccc(C)cc3)ncn2)c(=O)c1Cl,-26,160,/,/,/,26,160,16%,-61%
CC(C)CCNC(=O)Cn1cc2c(n1)CCCCC2,/,/,-1,106,107,/,/,1%,7%
O=C(Cc1ccccc1)Nc1ccccc1N1CCN(c2ccccc2)CC1,-9,97,7,85,78,9,97,-8%,-20%
Cn1cc(Br)c(C(=O)NC2C3CC4CC(C3)CC2C4)n1 (configuration not stated),-18,164,1,88,87,18,164,/,/
COc1cc(C2C(C#N)=C(N)Oc3n[nH]c(C)c32)cc2c1OCO2 (configuration not stated),/,/,-1,81,83,/,/,-5%,-97%
O=C(NCCCN=C1NS(=O)(=O)c2ccccc21)c1ccc(S(=O)(=O)N2CCCCC2)cc1,15,95,4,67,63,-15,95,0%,-8%
O=C(Nc1nc2ccccc2s1)C1CC(=O)N(c2ccc(Cl)cc2)C1 (configuration not stated),-4,58,2,58,56,4,58,19%,13%
CCCc1nnc(NC(=O)c2cccc(OC)c2)s1,6,120,-3,84,87,-6,120,12%,-10%
COc1cc(C(=O)NCc2nnc(SCC(=O)N3CCc4ccccc43)o2)cc(OC)c1OC,-6,128,3,83,79,6,128,-4%,-20%
CCOc1ccc(C2c3c(oc4ccccc4c3=O)C(=O)N2CCCN2CCOCC2)cc1OCC (configuration not stated),/,/,-6,80,85,/,/,-19%,-51%
CC1CC(C)CN(CCCNC(=O)c2ccc3c(c2)NC(=O)C(N2CCCCC2)S3)C1 (configuration not stated),7,124,17,102,84,-7,124,-6%,-49%
COCc1cc(C)nc2sc3c(=O)oc(C)nc3c12,0,182,4,98,94,0,182,-4%,-14%
COC(=O)CN(Cc1ccco1)S(=O)(=O)c1ccccc1,0,185,11,85,74,0,185,0%,-35%

# Screening data: PubChem, several laboratories

# These rows are one share of the data; count on the stated rates, not on these rows.
